High-throughput results deposited in PubChem BioAssay by several laboratories.
PLAP act: activators of human placental alkaline phosphatase. P05187. purified PLAP enzyme, luminescent substrate read-out; active compounds read high. activation fold at 20 µM. hit rate 1.2% among 96,000. AID 696; in the data active = activation fold above about 2
FAK inh: inhibitors of human focal adhesion kinase. AID 727. biochemical FAK kinase activity assay. inhibition, %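 (tested at 7 µM)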. hit rate 0.84% among 97,000; in the data active = inhibition above about 19%;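 also: 0% = DMSO and 100% = reference compound high control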
PLK1 inh: inhibitors of human PLK1 kinase | inhibition, % at 10 µM | P53350 | AID 619 | hit rate 0.53% among 97,000 | recombinant PLK1 kinase, TR-FRET peptide phosphorylation;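 active = inhibition of 50% or more in the single-concentration screen; inactive = inhibition below 50%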;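 also: 0% = DMSO max control and 100% = H-89 dihydrochloride min control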
MT1-MMP txn act: MT1-MMP promoter transcription activation. HT1080 MT1-MMP promoter luciferase reporter, luminescence, overnight; active compounds read high. hit rate 0.16% among 86,000. AID 750. activation factor at 10 µM;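 active = activation factor of at least 2 for MT1-MMP transcription at 10 µM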
S1P2 ag: S1P2 (human) receptor agonism; hit rate 0.46% among 97,000; AID 729; activation, % at 4.5 µM; S1P2-expressing cell line, agonist reporter read-out; in the data active = activation above about 16%;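 also: 0% = vehicle low control and 100% = maximal reference agonist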
EphB4 antag: blocks human EphB4 binding to ephrin-B2. P54760. EphB4 LBD / TNYL-RAW-Alexa532 peptide, fluorescence polarization. inhibition, % at 7 µM. hit rate 0.15% among 97,000;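 active = inhibition above the screen-wide mean inhibition plus 3 SD, cut at about 15% in these data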;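 also: 0% = DMSO wells and 100% = excess unlabeled TNYL-RAW peptide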
Target sequence (P54760 whole entry, looked up, the tested form may be a part): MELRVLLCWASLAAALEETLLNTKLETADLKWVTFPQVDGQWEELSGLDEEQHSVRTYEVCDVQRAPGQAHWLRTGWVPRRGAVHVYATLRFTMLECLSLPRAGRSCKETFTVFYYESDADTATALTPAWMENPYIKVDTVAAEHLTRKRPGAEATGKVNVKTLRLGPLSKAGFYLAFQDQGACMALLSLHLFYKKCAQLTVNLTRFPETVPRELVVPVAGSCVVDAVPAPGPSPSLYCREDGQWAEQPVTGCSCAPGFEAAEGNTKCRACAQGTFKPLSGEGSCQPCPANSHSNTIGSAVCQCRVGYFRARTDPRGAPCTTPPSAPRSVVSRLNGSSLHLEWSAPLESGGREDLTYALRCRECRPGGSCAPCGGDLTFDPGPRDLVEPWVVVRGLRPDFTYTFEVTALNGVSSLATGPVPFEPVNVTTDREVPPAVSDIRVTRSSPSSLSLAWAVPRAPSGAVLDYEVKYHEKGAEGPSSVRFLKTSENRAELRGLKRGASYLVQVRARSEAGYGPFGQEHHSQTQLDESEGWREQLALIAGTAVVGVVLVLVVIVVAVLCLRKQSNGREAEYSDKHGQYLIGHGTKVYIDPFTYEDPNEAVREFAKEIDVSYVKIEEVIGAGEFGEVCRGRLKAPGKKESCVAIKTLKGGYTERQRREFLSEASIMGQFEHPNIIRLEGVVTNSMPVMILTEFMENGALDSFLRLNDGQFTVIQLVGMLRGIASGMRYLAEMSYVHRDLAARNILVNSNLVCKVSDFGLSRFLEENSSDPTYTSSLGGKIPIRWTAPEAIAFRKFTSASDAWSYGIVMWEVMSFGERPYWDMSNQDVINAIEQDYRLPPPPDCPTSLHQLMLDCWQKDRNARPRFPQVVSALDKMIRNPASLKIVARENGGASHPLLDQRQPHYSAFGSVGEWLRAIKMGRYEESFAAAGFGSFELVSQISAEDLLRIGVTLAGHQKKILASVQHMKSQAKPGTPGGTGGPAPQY
S1P2 blocker: blocks the human S1P2 receptor; O95136; cell-based S1P2 antagonist assay, inhibition at 5 uM; inhibition, % at 5 µM; hit rate 0.21% among 97,000; AID 736; in the data active = inhibition above about 45%;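 also: CRE beta-lactamase reporter cells expressing human S1P2 stimulated with S1P; 0% = agonist at EC80 alone and 100% = agonist plus reference antagonist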
PLK1 PBD inh: blocks phosphopeptide binding to human Plk1 polo box domain; Plk1 PBD phosphopeptide binding, fluorescence polarization; inhibition, %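 (tested at about 20 µM)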; hit rate 0.13% among 97,000; in the data active = inhibition above about 34%, passing the limit was not always enough
HIV Rev-RRE inh: inhibitors of HIV-1 Rev-RRE RNA interaction; Rev peptide-RRE RNA binding, FRET; hit rate 0.79% among 97,000; inhibition, % at 8 µM;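 active = inhibition above the screen-wide mean plus 3 SD, cut at about 35% in these data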;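 also: 0% = median DMSO wells and 100% = median Neomycin B control wells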
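assay system = Cy5-tagged RRE RNA duplex with fluorescein-tagged Rev peptide | incubation = 5 + 15 min at 25 °C | also added = labelled Rev peptide | measure = % inhibition of FRET ratio versus controls | benchmarks = DMSO wells as 0% and neomycin B wells as 100% inhibition | measured by = FRET fluorescence readout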
Starred values were filed as active, the others as inactive; . = not tested or not shown.

Below each compound – PLAP act	FAK inh	PLK1 inh	MT1-MMP txn act	S1P2 ag	EphB4 antag	S1P2 blocker	PLK1 PBD inh	HIV Rev-RRE inh
#1 Cc1cc(C(=O)OCC(=O)NC2CCCCC2)c(C)o1
  0.8	1	-15	1.2	-7	-1	-3	7	-5
#2 CCOC(=O)c1sc2ncn(C(CC)C(=O)OCC)c(=O)c2c1C (stereo unspecified)
  1.6	0	-13	1.2	-3	-2	-19	-13	10
#3 C=CCN1C(=O)CSc2ccc(C(=O)NCc3ccco3)cc21
  1	1	-5	1.2	-6	-15	-9	-1	-2
#4 CC(C)c1nnc(NC(=O)CSc2nc3ccccc3s2)s1
  1.4	-3	1	1.2	-5	-7	-12	-6	6
#5 c1ccc2[nH]c(SN3CCOCC3)nc2c1
  1.3	-1	-7	.	-6	5	2	7	3
#6 CN(C)S(=O)(=O)c1cccc(C(=O)OCC(=O)Nc2sccc2C#N)c1
  1.1	-1	-13	.	-7	-1	-13	-1	34
#7 S=C(Nc1cccc2ccccc12)NN1CCOCC1
  0.9	-2	-8	.	-2	-7	18	23	3
#8 COc1ccccc1S(=O)(=O)n1cc(Cc2ccccc2)c(N)n1
  .	2	-8	1	-2	-4	-7	1	0
#9 CCOc1cc(-n2ncc(C#N)c2N)nc(SC)n1
  .	3	-10	1.2	-4	3	-1	-14	6
#10 CCOc1ccc(-c2cc(N)n(S(=O)(=O)c3ccc(OC)c(OC)c3)n2)cc1
  1	-3	1	.	-3	8	-11	33	6
#11 O=C(c1noc2c1CCc1ccccc1-2)N1CCOCC1
  1.2	-1	-10	1.3	-3	-6	-25	8	-4
#12 CN1CCN(C2=C(Cl)C(=O)N(c3ccc(Cl)c(Cl)c3)C2=O)CC1
  0.9	1	-22	1.1	-5	-7	10	-9	5
#13 CCOC(=O)C1CCN(C(=O)CCc2c(C)nc3c(-c4ccc(F)cc4)c(C)nn3c2C)CC1
  1.5	-4	-8	.	1	-6	18	0	-1
#14 O=c1oc2ccc3ccccc3c2cc1-c1nc2ccccc2o1
  .	19*	2	1.4	7	6	7	20	15
#15 COc1cccc(C(=O)CN2CCN(S(=O)(=O)c3ccc(Br)cc3)CC2)c1
  1	-3	-10	.	-3	1	23	6	8
#16 COc1ccc(C(=O)Cn2nnc(-c3ccccc3NC(=O)c3ccco3)n2)cc1
  1	1	-4	1.1	-8	-7	7	0	-4
#17 O=c1cc(N2CCN(c3ccccc3F)CC2)[nH]c(=O)n1-c1ccc(Br)cc1
  .	-3	-6	1.1	-4	-5	14	-21	3
#18 O=C(CSCSCC(=O)Nc1ccc2c(c1)OCO2)Nc1ccc2c(c1)OCO2
  0.9	5	-8	1.1	-3	5	20	3	5
#19 C=CCNC(=O)CN(c1ccc(OC)cc1OC)S(C)(=O)=O
  1	1	-2	1	-2	-5	-6	22	9
#20 CCOC(=O)C1CCCN(C(=O)c2sc3nc(C)nc(N(CC)CC)c3c2C)C1 (stereo unspecified)
  .	-5	-1	1.1	-3	-2	-12	22	5
#21 CCOC(=O)C(Cc1ccc(NC(=O)/C(=C/c2ccc(OC(C)=O)cc2)NC(C)=O)cc1)N1C(=O)c2ccccc2C1=O (stereo unspecified)
  1.4	-5	-3	.	-3	4	15	-6	1
#22 CC(C)OC(=O)c1nnn(-c2nonc2N)c1CN1CCc2ccccc2C1
  1.2	2	-6	1.2	-1	2	10	-16	12
#23 O=C(c1ccc([N+](=O)[O-])cc1)n1nc(-c2ccccc2)nc1NCc1ccccc1
  1	2	-9	.	-3	-10	-9	5	6
#24 O=C(NCc1ccccc1)c1ccc2c(=O)n(CC3CCCO3)c(=S)[nH]c2c1 (stereo unspecified)
  1	1	-21	.	-4	1	-13	-20	-3
#25 COc1cccc(CNn2c(-c3cccc(C)c3)nc3ccccc3c2=O)c1O
  1.1	4	2	1.1	-7	-3	8	10	9
#26 Cc1cccc(OCC(=O)Nc2ccc(S(=O)(=O)N3CCCC3)cc2)c1
  1.2	-2	-10	1.1	-7	-1	10	-6	3
#27 Cc1cc(C)c(NC(=O)CS(=O)CC(=O)N2CCN(c3ccccc3)CC2)c(C)c1 (stereo unspecified)
  1.4	1	-8	1.1	-5	-8	-3	10	3
#28 COc1ccc(N2C(=O)C3CCCN3C2c2cccs2)cc1 (stereo unspecified)
  1.1	-2	-15	1.1	-3	-9	8	1	2
#29 CC(=O)Nc1ccc(C(=O)NC2CCCC2)cc1
  0.9	0	-9	1	-4	6	-4	-16	7
#30 O=C(CSc1nc2ccccc2[nH]1)Nc1ccc(F)cc1
  1.8	3	-10	.	-9	-1	7	5	9

Next part (two carried over from the part before).
Below each compound – PLAP act	FAK inh	PLK1 inh	MT1-MMP txn act	S1P2 ag	EphB4 antag	S1P2 blocker	PLK1 PBD inh	HIV Rev-RRE inh
#29 CC(=O)Nc1ccc(C(=O)NC2CCCC2)cc1
  0.9	0	-9	1	-4	6	-4	-16	7
#30 O=C(CSc1nc2ccccc2[nH]1)Nc1ccc(F)cc1
  1.8	3	-10	.	-9	-1	7	5	9
#31 CCOC(=O)/C=C1\NC(=O)CS1
  1.1	-4	-8	1.1	-8	5	13	-20	9
#32 COC(=O)c1ccc(C(=S)N2CCOCC2)cc1
  0.9	1	-16	1	-3	5	-32	0	1
#33 Cc1cccc(OCc2nnc(SCC(=O)N3c4ccccc4CC3C)n2C)c1C (stereo unspecified)
  .	-1	-8	1	-4	-8	-15	-23	10
#34 Cc1ccccc1-c1nc(CN2CCC(C(=O)NCc3cccs3)CC2)c(C)o1
  2.6*	-1	-1	1.2	-1	-3	-4	-31	12
#35 CCn1nnc(-c2ccccc2NS(=O)(=O)c2ccc(S(=O)(=O)N3CCCCCC3)cc2)n1
  1.3	0	4	1.3	-5	-5	0	-18	19
#36 CC1(C)Oc2ccc(C(=O)N3CCOCC3)cc2N(CC(=O)N2CCOCC2)C1=O
  1.2	0	-16	1.1	-4	0	2	-1	7
#37 COc1cc(O)c2c(c1)OC(C)(C)CC2=O
  1	1	20	1.1	1	-4	-4	-17	5
#38 CCOC(=O)CSc1cc(C)nc(NC(C)=O)n1
  0.9	0	-6	1.1	-3	-6	5	14	9
#39 CC12CN3CC(C)(CN(C1)C3c1ccc(Br)cc1)C2=O (stereo unspecified)
  1	-2	-11	1	-9	5	11	-7	9
#40 COc1ccc(C(=O)NC(=S)NNC(=O)CCc2ccccc2)cc1
  1	2	-3	.	-4	5	21	-8	-2
#41 O=C(Nc1nc2c(c(=O)[nH]1)CCCC2)C1CC1
  1.2	0	-11	1.2	-2	0	-28	3	7
#42 COc1ccc(NC(=O)CCCn2c(=S)[nH]c3ccccc3c2=O)cc1
  0.9	-2	-20	.	-3	-6	-21	-13	-2
#43 O=C(Cn1nc(-c2ccccc2)nc1-c1ccccc1)N1CCOCC1
  1.2	10	-4	1.2	-6	4	20	13	10
#44 COc1ccc(-n2c(=O)c3ccccc3n(CC(=O)NC3CCCC3)c2=O)cc1
  1	-1	-6	1.1	-1	-5	2	-27	1
#45 O=C(c1cccs1)N(Cc1ccco1)c1nc(-c2ccc(F)cc2)cs1
  .	1	-12	1.3	0	2	-12	27	7
#46 CC(=O)Nc1ccc(C(=O)CS(=O)(=O)c2ccc(C)cc2)cc1
  0.9	4	-13	1.4	-4	-6	-8	-23	4
#47 c1cc(-c2noc(CCC3CCCC3)n2)ccn1
  1.1	-1	-9	1.4	-1	2	5	-7	-1
#48 CC1(C)CC(NC(=O)c2coc(=O)c(Br)c2)CC(C)(C)N1
  1	4	-26	1.3	-9	-3	19	-4	13
#49 CCc1ccc(N2CC(C(=O)NC3=NCCS3)CC2=O)cc1 (stereo unspecified)
  1	-2	-10	1	-5	2	14	-17	2
#50 O=P(O)(CCc1ccccc1)CN1CCCCC1
  0.9	0	-11	1.1	-6	-2	16	3	8
#51 CN(CC(=O)NCc1cccs1)S(=O)(=O)c1cccc2nsnc12
  1	-1	5	1.3	1	0	20	1	-4
#52 Cc1nc(SC2CC(=O)N(c3cc(Cl)cc(Cl)c3)C2=O)nc2c1CCCC2 (stereo unspecified)
  1.5	4	-10	1	-8	3	6	-6	8
#53 NC(=O)C1(NC(=O)[C@@H]2CC3(CC(c4cccc(NC(=O)[C@@H]5CCC(=O)N5)c4)=NO3)CN2C(=O)c2ccccc2)CC1 (stereo partly specified)
  1.1	-2	-2	.	-6	0	15	-43	1
#54 COc1cc(NC(=O)Cn2nnc(-c3ccccc3N)n2)cc(OC)c1
  0.8	1	-10	1.2	-4	-7	-8	28	5
#55 C/C(NCCCn1ccnc1)=C(\C#N)C(N)=O
  1	-2	-12	1.1	-4	-3	11	0	4
#56 COc1ccc(CCNC(=O)CN2C(=O)c3ccccc3C2=O)cc1
  0.8	0	-8	1	-2	-2	-6	-6	9
#57 COc1ccc(C2=Nn3c(nnc3-c3ccc(OC)cc3)SC2)cc1
  1.1	-5	4	0.5	4	1	-25	-39	6
#58 Cc1ccc(C(=O)n2nc(-c3ccccc3)nc2NCc2ccco2)cc1
  0.9	-4	-10	1.1	-7	-4	-10	22	13
#59 CC1CCCCN1CCNC(=O)c1cnn2ccccc12 (stereo unspecified)
  1.2	-4	69*	1.1	-2	-2	-9	-4	5
#60 CCN(CC)S(=O)(=O)c1ccc(N=N/C(C(C)=O)=C(/C)O)cc1
  1	0	-5	.	-3	-2	7	11	1

By substructure: the compounds so far with a thiophene ring, fused or not
Below each compound – PLAP act	FAK inh	PLK1 inh	MT1-MMP txn act	S1P2 ag	EphB4 antag	S1P2 blocker	PLK1 PBD inh	HIV Rev-RRE inh
#2 CCOC(=O)c1sc2ncn(C(CC)C(=O)OCC)c(=O)c2c1C (stereo unspecified)
  1.6	0	-13	1.2	-3	-2	-19	-13	10
#6 CN(C)S(=O)(=O)c1cccc(C(=O)OCC(=O)Nc2sccc2C#N)c1
  1.1	-1	-13	.	-7	-1	-13	-1	34
#20 CCOC(=O)C1CCCN(C(=O)c2sc3nc(C)nc(N(CC)CC)c3c2C)C1 (stereo unspecified)
  .	-5	-1	1.1	-3	-2	-12	22	5
#28 COc1ccc(N2C(=O)C3CCCN3C2c2cccs2)cc1 (stereo unspecified)
  1.1	-2	-15	1.1	-3	-9	8	1	2
#34 Cc1ccccc1-c1nc(CN2CCC(C(=O)NCc3cccs3)CC2)c(C)o1
  2.6*	-1	-1	1.2	-1	-3	-4	-31	12
#45 O=C(c1cccs1)N(Cc1ccco1)c1nc(-c2ccc(F)cc2)cs1
  .	1	-12	1.3	0	2	-12	27	7
#51 CN(CC(=O)NCc1cccs1)S(=O)(=O)c1cccc2nsnc12
  1	-1	5	1.3	1	0	20	1	-4
